Rpn11 block: inhibitors of human proteasome Rpn11 | O00487 | human 26S proteasome, Ub4-pepOG fluorescence polarization; 20S core pre-blocked with epoxomicin | calls only at 20 µM | 360,000 tested, 0.59% active;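 active = inhibition at 20 µM, scaled to each plate's controls, above about 33%, limit read from the data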
Target sequence (O00487 whole entry, looked up): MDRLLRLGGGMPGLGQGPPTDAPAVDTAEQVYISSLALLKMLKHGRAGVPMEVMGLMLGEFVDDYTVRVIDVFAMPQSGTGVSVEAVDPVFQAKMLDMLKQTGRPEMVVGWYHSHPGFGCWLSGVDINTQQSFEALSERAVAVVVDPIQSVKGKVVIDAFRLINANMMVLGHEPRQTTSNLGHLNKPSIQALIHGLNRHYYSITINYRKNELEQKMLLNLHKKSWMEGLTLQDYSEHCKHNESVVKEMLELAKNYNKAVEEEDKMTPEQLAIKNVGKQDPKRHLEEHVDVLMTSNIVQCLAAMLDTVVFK
MsrA inh: inhibitors of bovine MsrA; 360,000 tested, 0.75% active; inhibition, % at 15.5 µM; AID 651718; purified bovine MsrA, absorbance read-out; in the data active = inhibition above about 4.5%;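 also: 0% = vehicle wells with enzyme and 100% = reference inhibitor wells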
CSN inh: blocks human CSN-mediated cullin deneddylation | 360,000 tested, 0.38% active | Q92905 | AID 651999 | Purified CSN, SCF-Nedd8-OG deneddylation, fluorescence polarization | inhibition, % at 12.5 µM;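 active = pattern-corrected inhibition above about 35%, with an unprinted fluorescence ratio check between 0.5 and 1.5, limit read from the data, passing the limit was not always enough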;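 also: 0% = enzyme with substrate and 100% = substrate without enzyme; some results filed as inactive read as strong as hits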
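Assay system: purified human Csn5 enzyme expressed in HEK293T cells; Input: 0.24 nM Csn5 enzyme, final concentration; Reagent: 10 nM SCFSkp2-Nedd8OG; Compound dosing: 12.5 µM single point; Times: reaction 90 min, room temperature; Technique: fluorescence polarization readout.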
Scp-1 inhibitor: Scp-1 (human) phosphatase inhibition; Q9GZU7; Recombinant Scp1, phosphopeptide, malachite green phosphate absorbance; inhibition, % at 20 µM; 340,000 tested, 0.88% active; AID 493091;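 active = inhibition above about 50% at 20 µM, limit read from the data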;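 also: plate controls were DMSO wells with enzyme for no effect and wells lacking enzyme for full effect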
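Test system: SCP-1 phosphatase catalytic domain, residues 76-261 | Compound dosing: One concentration, 20 µM, with 1.0% DMSO | Schedule: 45 min room-temperature reaction, 5 min colour, 30 min stabiliser | Detection: Absorbance at 630 nm | Read-out basis: % inhibition of SCP-1 phosphate liberation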
TbMetRS inhib: Trypanosoma brucei MetRS inhibition | purified T. brucei MetRS, ATP depletion, Kinase-Glo luminescence | inhibition, % at 11.9 µM | 360,000 tested, 0.4% active | AID 624268;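 active = inhibition above a per-plate cutoff of the control wells' mean inhibition plus 3 SD, cut at about 5.5% in these data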;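 also: 0% = DMSO wells median and 100% = median of wells with control inhibitor compound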
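Material: T. brucei methionyl-tRNA synthetase, purified; reagent: substrates ATP, L-methionine and bulk Escherichia coli tRNA; dosing: 11.9 µM single point; timing: 15 min plus 2 h at 25 °C; detection: luminescence of leftover ATP; evaluation: % inhibition; control set: DMSO-only wells as low control; replicates: singlicate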
LMPTP block: LMPTP (human) inhibition | P24666 | recombinant LMPTP-A, OMFP fluorogenic substrate, fluorescence intensity | inhibition, % at 20 µM | 360,000 tested, 0.22% active | AID 651560;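 active = compounds that cut the enzyme signal by at least half of the control window in the single-dose screen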;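 also: plate controls were DMSO wells with enzyme plus substrate for no effect and substrate without enzyme for full effect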
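Test system – LMPTP-A phosphatase enzyme · Quantity – 0.625 nM LMPTP-A final · Reagent – OMFP substrate, 400 µM final · Dosing – one test concentration per compound, 20 µM, with 3% DMSO overall · Timing – 50 min enzyme reaction at room temperature, protected from light · Detection – fluorescence intensity · Controls – substrate-only low control, DMSO enzyme-plus-substrate high control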
NadD inh: blocks S. aureus nicotinate mononucleotide adenylyltransferase | inhibition, % at 20 µM | 360,000 tested, 0.78% active | purified NadD enzyme, colorimetric absorbance read-out; in the data active = inhibition above about 26%; also: some compounds past the cut are filed as inactive
SUMO1-SIM PPI: alters human SUMO1 binding to SIM partners | P63165 | SUMO1 binding to a labelled peptide, TR-FRET, 1 h | inhibition, % at 20 µM | 360,000 tested, 0.33% active | AID 602429; in the data active = inhibition above about 37%
Target sequence (P63165 whole entry, looked up): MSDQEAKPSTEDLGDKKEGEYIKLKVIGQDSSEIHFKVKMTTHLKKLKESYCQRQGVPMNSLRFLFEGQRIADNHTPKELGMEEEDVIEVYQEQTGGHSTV
DNMT1 inh: DNMT1 (human) enzyme inhibition | 360,000 tested, 0.83% active | inhibition (reported as % activation of signal), % at 10 µM | DNMT1 molecular beacon, Hinp1I cleavage, fluorescence; in the data active = inhibition above about 50%
STEP inh: inhibitors of human striatal-enriched phosphatase STEP | recombinant STEP, OMFP fluorogenic substrate, fluorescence | P54829 | inhibition, % at 20 µM | 360,000 tested, 0.25% active;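 active = inhibition at 20 µM, scaled per plate between control wells, above about 37%, limit read from the data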;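 also: 0% = DMSO with enzyme and substrate and 100% = substrate only without enzyme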
Target sequence (P54829 whole entry, looked up): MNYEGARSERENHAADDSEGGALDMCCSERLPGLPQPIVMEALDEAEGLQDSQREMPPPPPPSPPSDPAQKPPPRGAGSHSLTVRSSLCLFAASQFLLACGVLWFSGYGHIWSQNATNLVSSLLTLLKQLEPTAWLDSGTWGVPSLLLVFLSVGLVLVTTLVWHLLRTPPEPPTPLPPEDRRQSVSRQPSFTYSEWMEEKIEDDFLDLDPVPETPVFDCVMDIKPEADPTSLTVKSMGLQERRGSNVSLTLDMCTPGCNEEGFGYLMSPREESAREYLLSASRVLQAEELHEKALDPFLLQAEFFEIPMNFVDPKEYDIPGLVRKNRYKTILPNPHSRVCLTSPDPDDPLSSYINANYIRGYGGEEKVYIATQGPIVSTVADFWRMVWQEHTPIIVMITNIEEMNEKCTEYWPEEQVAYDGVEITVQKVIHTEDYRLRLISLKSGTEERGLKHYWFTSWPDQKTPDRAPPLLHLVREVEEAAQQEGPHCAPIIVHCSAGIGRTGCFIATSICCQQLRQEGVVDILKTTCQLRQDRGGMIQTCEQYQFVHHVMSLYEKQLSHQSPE
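Measure: Control-normalized % inhibition with plate pattern correction | Test system: STEP phosphatase, cell-free reaction | Medium: pH 6.0 Bis-Tris with DTT and Tween 20 | Technique: Fluorescence, 480/540 nm | Times: Reaction 20 min, ambient temperature | Doses: Single compound dose of 20 µM, 1% DMSO final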
An asterisk follows results filed as active; i = inactive; / = no result given.

Value order: Rpn11 block	MsrA inh	CSN inh	Scp-1 inhibitor	TbMetRS inhib	LMPTP block	NadD inh	SUMO1-SIM PPI	DNMT1 inh	STEP inh
#1 O=C(Nc1oc2ccccc2c(=O)c1-c1ccc2c(c1)OCO2)c1ccco1
 : i	1.7	-7	/	-0.3	-1.1	1	-2	3	-1
#2 S=C(Nc1ccccc1)Nc1cc(Cl)ccc1Oc1ccccc1
 : i	1.2	-1	-2	-0.8	-0.5	-7	0	0	5
#3 CC/C(=N/Nc1ccccc1Cl)c1cnnc(-c2ccccc2)n1
 : i	0.5	-1	0	-0.3	2.7	12	5	0	-4
#4 O=C(c1ccc(-c2cccc(C(F)(F)F)c2)o1)N1CCCC(C(F)(F)F)C1 (configuration not stated)
 : i	-0.6	-2	-13	-0.4	-6.2	-1	-26	-3	-1
#5 CCOc1ccccc1NC(=O)c1ccc2c(=O)n3c(nc2c1)CCCCC3
 : i	-0.3	-2	-4	1.0	0.3	8	1	-1	-1
#6 Cc1cc(C)nc(NC(=O)c2c(-c3ccccc3Cl)noc2C)c1
 : i	1.5	29	-4	-0.7	-1.2	-5	2	1	-2
#7 O=C1c2ccccc2NC(c2cccc(F)c2)N1Cc1ccco1 (configuration not stated)
 : i	-0.1	-1	5	0.1	-1.3	-2	-1	6	0
#8 COc1cccc2sc3ccc(NCCC4CCCN4C)cc3c(=O)c12 (configuration not stated)
 : i	-0.6	-8	0	0.1	5.2	1	-25	0	3
#9 CCc1nn(CC(=O)NCCCN(CC)Cc2ccccc2)c(=O)c2cc3sccc3n12
 : i	1.7	4	-4	-0.7	-0.4	4	-5	1	-5
#10 C/C(=N\NC(=O)CC1N=C(Cc2ccccc2)NNC1=O)c1ccc(Cl)cc1Cl (configuration not stated)
 : i	-0.2	-1	-5	0.2	0.5	-4	-3	15	1
#11 Cc1nc2nc(-c3ccco3)[nH]n2c(=O)c1C
 : i	1.0	3	-2	-1.3	1.3	-1	2	1	-5
#12 O=C(CSc1nc2ccccc2[nH]1)N=Nc1c(O)[nH]c2ccccc12
 : i	1.3	2	0	-0.7	-0.6	1	-22	1	2
#13 O=c1ccc2ccccc2c2ccccc12
 : i	0.7	14	/	-1.1	-0.3	-5	0	0	1
#14 Cn1cnnc1SCC(=O)NN1C(=O)NC(C)(c2ccccc2)C1=O (configuration not stated)
 : i	0.2	0	-7	-0.6	-1.5	-4	2	-1	2
#15 COc1ccc(NC(=S)NCCSc2ccc(Cl)cc2)c(OC)c1
 : i	0.3	3	-2	-1.8	2.3	-8	3	6	22
#16 Cc1cccc(NC(=O)NNC(=O)c2ccc3ccccc3c2O)c1
 : i	0.6	3	-13	-0.5	-0.8	-10	-1	-9	-2
#17 CCn1c2ccccc2c2nnc(SCC(=O)NC(CC(C)C)C(=O)OC)nc21 (configuration not stated)
 : i	0.3	-5	-9	-0.4	-0.6	-2	-12	4	-3
#18 CS(=O)(=O)N1CCC(C(=O)Nc2cc(Cl)c(Cl)cc2Cl)CC1
 : i	-1.4	1	-10	-0.8	-2.1	-6	1	-2	0
#19 CC1Cc2ccccc2N1C(=S)NC(=O)c1ccc(Cl)cc1Cl (configuration not stated)
 : i	0.0	-2	-13	0.4	-0.4	2	3	-1	0
#20 Cc1cc(=O)[nH]c2c(C)cc(S(=O)(=O)Nc3ccc(O)cc3)cc12
 : i	9.2*	-1	-4	1.9	2.2	-2	6	2	2
#21 CCC(Oc1ccccc1)C(=O)N1CCN(CC)CC1 (configuration not stated)
 : i	-1.3	-2	-1	0.1	-1.7	1	0	5	-1
#22 CCOC(=O)c1ccc(NC(=O)C2(c3ccc(OC)cc3)CCCC2)cc1
 : i	-0.6	2	-11	-0.5	0.8	-10	-5	-5	2
#23 Nc1nc(C2CC2)c(Sc2sc(N)nc2C2CC2)s1
 : i	-1.5	-5	-2	-1.1	4.8	-1	2	-25	-1
#24 CC1O[C@@H](OC2C(O)C(C)O[C@H](OC(=O)[C@]34CCC(C)(C)C[C@H]3C3=CCC5[C@@]6(C)CC(O)C(O[C@@H]7OC(CO)C(O)[C@@H](O)[C@@H]7O)[C@@](C)(C(=O)O)C6CC[C@@]5(C)[C@]3(CO)CC4)C2O[C@H]2OC(C)[C@@H](O[C@@H]3OCC(O[C@@H]4OC(CO)C(O)[C@H](O)C4O)[C@@H](O)[C@@H]3O)[C@H](O)C2O)C(O)C(O)C1O (some centres not stated)
 : i	-0.3	2	-6	-0.3	1.1	10	11	7	-2
#25 CS(=O)(=O)N(CC(=O)N1CCc2ccccc2C1)c1cccc(Br)c1
 : i	-1.2	-1	-15	0.5	-1.1	-5	-4	-3	0
#26 CC(C)CCN1NC2(CCCC(C)C2)NC1=S (configuration not stated)
 : i	-0.7	-2	3	0.0	0.1	3	-1	0	-1
#27 O=C(CNC(=O)OCc1ccccc1)NC1CCCCCC1
 : i	0.1	-3	34	-0.5	0.8	8	-1	2	-1
#28 CC(C)Cn1c(-c2ccc(Cl)cc2)cnc1SCC(=O)N1CCOCC1
 : i	0.4	-5	-8	-0.1	0.0	2	-3	0	-1
#29 c1ccc(CC2CCN(c3ncnc4sccc34)CC2)cc1
 : i	0.2	-1	3	-0.5	1.4	9	3	-3	6
#30 NC(=O)C1CCN(c2nc(-c3ccc4occc(=O)c4c3)cs2)CC1
 : i	0.3	3	-6	-0.3	2.6	1	-7	-17	-2

Part of the list above, set out differently:
[27] O=C(CNC(=O)OCc1ccccc1)NC1CCCCCC1
  Rpn11 block: i	MsrA inh: 0.1	CSN inh: -3	Scp-1 inhibitor: 34	TbMetRS inhib: -0.5	LMPTP block: 0.8	NadD inh: 8	SUMO1-SIM PPI: -1	DNMT1 inh: 2	STEP inh: -1

[28] CC(C)Cn1c(-c2ccc(Cl)cc2)cnc1SCC(=O)N1CCOCC1
  Rpn11 block: i	MsrA inh: 0.4	CSN inh: -5	Scp-1 inhibitor: -8	TbMetRS inhib: -0.1	LMPTP block: 0.0	NadD inh: 2	SUMO1-SIM PPI: -3	DNMT1 inh: 0	STEP inh: -1

[29] c1ccc(CC2CCN(c3ncnc4sccc34)CC2)cc1
  Rpn11 block: i	MsrA inh: 0.2	CSN inh: -1	Scp-1 inhibitor: 3	TbMetRS inhib: -0.5	LMPTP block: 1.4	NadD inh: 9	SUMO1-SIM PPI: 3	DNMT1 inh: -3	STEP inh: 6

Of the compounds above, 2 have fluorine.
Value order: Rpn11 block	MsrA inh	CSN inh	Scp-1 inhibitor	TbMetRS inhib	LMPTP block	NadD inh	SUMO1-SIM PPI	DNMT1 inh	STEP inh
#4 O=C(c1ccc(-c2cccc(C(F)(F)F)c2)o1)N1CCCC(C(F)(F)F)C1 (configuration not stated)
 : i	-0.6	-2	-13	-0.4	-6.2	-1	-26	-3	-1
#7 O=C1c2ccccc2NC(c2cccc(F)c2)N1Cc1ccco1 (configuration not stated)
 : i	-0.1	-1	5	0.1	-1.3	-2	-1	6	0

The list goes on.
No.	Structure	Rpn11 block	MsrA inh	CSN inh	Scp-1 inhibitor	TbMetRS inhib	LMPTP block	NadD inh	SUMO1-SIM PPI	DNMT1 inh	STEP inh
31	CCCc1[nH]nc2c1C(c1cccnc1)C(C#N)=C(N)O2 (configuration not stated)	i	1.5	-2	0	-0.8	-1.7	0	-4	-2	-2
32	NC(Cc1ccc(C(F)(F)F)cc1)c1csc(Nc2ccc(C(=O)NCc3ccco3)cn2)n1 (configuration not stated)	i	1.1	6	/	0.4	3.9	28	-66	-32	0
33	Cc1ccc(OCC(=O)Nc2ccc(O)c(-c3nc4ccccc4o3)c2)cc1	i	0.1	-1	-9	-1.2	-1.9	3	-8	41	-3
34	CCCNC(=O)Nc1ccc2c(c1)nc(C)n2C	i	2.0	-1	-5	-0.5	-1.3	-1	-3	-2	0
35	O=C(CCc1ccccc1)NC(=S)Nc1cccc(Br)c1	i	0.5	6	-13	0.1	1.9	-3	9	-8	1
36	O=C(NCC1COc2ccccc2O1)c1cccc(S(=O)(=O)N2CCOCC2)c1 (configuration not stated)	i	-0.1	-3	-3	-0.1	-0.9	-5	0	2	-3
37	CC(C)CC1NC(=O)N(CC(=O)N2CCN(S(=O)(=O)c3ccccc3)CC2)C1=O (configuration not stated)	i	-1.5	-2	-6	-0.5	-3.8	-7	-2	0	-1
38	Cc1[nH]c(=O)[nH]c(=O)c1NC(=O)c1ccccc1[N+](=O)[O-]	i	1.3	-4	/	0.0	-0.6	-1	-10	4	1
39	CCCn1c(SCc2nc(-c3cccs3)no2)nnc1-c1ccncc1	i	-1.8	2	0	0.1	-0.3	-7	-3	-2	-2
40	CCOc1ccc(CC(=O)Nc2c3c(nn2C(C)(C)C)CS(=O)(=O)C3)cc1	i	1.2	-1	0	-0.3	-1.0	-3	2	-1	2
41	O=C(O)[C@H](Cc1ccccc1)NC(=O)N1CCCCCC1	i	0.9	2	-7	1.5	-0.6	-1	1	0	-1
42	CC(=O)NCCNc1nc2cc(-c3ccc(Cl)cc3C)sc2c(=O)n1C	i	0.3	3	/	0.7	2.4	-6	-49	0	0
43	CCC(=O)Nc1c(S(=O)(=O)c2ccccc2)c2nc3ccccc3nc2n1C(C)c1ccccc1 (configuration not stated)	i	2.8	-2	-8	-1.1	-0.1	-1	-7	-10	-3
44	CC(=O)Nc1nc(=O)c2ccccc2s1	i	2.6	2	1	-1.2	-0.1	-1	2	1	-4
45	COCCn1c(=S)[nH]c2cc(C(=O)NC(C)C)ccc2c1=O	i	0.1	-2	-6	-0.3	0.3	2	-3	-2	-4
46	O=C(CSc1nnnn1C1CC1)N1CCN(c2ccccc2F)CC1	i	0.4	-1	-2	-0.4	-0.6	3	-3	2	-3
47	CC(C)c1ccccc1OCCNC(=O)c1cccnc1	i	-0.4	3	-4	-1.0	0.6	-1	1	3	2
48	O=C(OCC(=O)c1ccc[nH]1)c1ccc2ccccc2n1	i	2.5	8	-14	0.2	0.5	-4	-16	-10	-1
49	CCOC(=O)CN1C(=O)N[C@@H](CCc2ccccc2)[C@H](C(C)=O)[C@H]1C	i	0.1	0	-5	-0.2	-0.9	-2	3	2	-3

Screening results deposited in PubChem BioAssay by several laboratories.
